From PubChem
Kir21 block: inhibitors of mouse Kir2.1 inward-rectifier potassium channel | Inward rectifier potassium channel 2 (Mus musculus), P35561 | HEK293-Kir2.1, FluxOR thallium flux fluorescence; active compounds read low | B-score at 10 µM | actives 0.85% (n = 310,000) | AID 1672, 2009;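 active means fluorescence ratio B-score at or below minus 3 SD of library scores, with starting-brightness B-score within 2 SD, cut at about -4.2 in these data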;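 further: channel flux triggered by added potassium and thallium sulfate stimulus; B-score of peak minus minimum fluorescence over baseline after thallium stimulus; more negative B-score means stronger Kir2.1 block with less thallium influx; some compounds called inactive have numbers as strong as hits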
Target sequence (P35561 whole entry, looked up): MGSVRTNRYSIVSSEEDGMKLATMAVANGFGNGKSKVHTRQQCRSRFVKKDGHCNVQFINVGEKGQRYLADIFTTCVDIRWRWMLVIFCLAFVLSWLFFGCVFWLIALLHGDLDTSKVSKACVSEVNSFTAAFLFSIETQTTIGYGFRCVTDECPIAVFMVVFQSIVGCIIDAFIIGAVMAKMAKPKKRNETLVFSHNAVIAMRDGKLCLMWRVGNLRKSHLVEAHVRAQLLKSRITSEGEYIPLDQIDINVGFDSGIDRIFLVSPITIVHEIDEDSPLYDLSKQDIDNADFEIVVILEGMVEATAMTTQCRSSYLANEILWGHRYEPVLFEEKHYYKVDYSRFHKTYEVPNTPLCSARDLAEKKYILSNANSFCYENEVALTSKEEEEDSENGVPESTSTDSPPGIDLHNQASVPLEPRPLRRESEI
KCNQ2 inh: KCNQ2 potassium channel inhibitors, primary screen, cell-based, CHO-K1, FluxOR thallium flux, B-score (AID 2156); B-score at 10 µM; Potassium voltage-gated channel subfamily KQT member 2 (Rattus norvegicus), O88943; actives 1.1% (n = 310,000); 20 min; active compounds read low;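 active means fluorescence ratio B-score at most minus 3 library SDs, with starting brightness B-score within 2 library SDs, cut at about -5.5 in these data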
The depositor's hits bear a star; i = inactive.

SMILES | Kir21 block | KCNQ2 inh
CC(C)CCCN1CCN=C1N(C)C | 2.2 | i
COc1cccc(N2CCN(C(=O)CN3C(=O)NC(C)(c4ccc5ccccc5c4)C3=O)CC2)c1 (stereo unspecified) | -0.27 | i
Oc1cccc(C2c3[nH]c4ccccc4c3CCN2Cc2ccc3c(c2)CCO3)c1 (stereo unspecified) | -0.14 | i
Fc1ccc(N2CCN(c3cnc4ccccc4n3)CC2)cc1 | -0.85 | i
CC1CCCCC1NC(=O)C1CC(=O)N(Cc2ccccc2)C1 (stereo unspecified) | -0.77 | i
CCn1c(-c2c[nH]c3ccccc23)n[nH]c1=S | 0.18 | i
CCOC(=O)c1ccc(-c2nnc(-c3ccc(Cl)cc3Cl)o2)cc1 | 0.42 | i
COc1cc(N=Cc2c(O)c3ccccc3oc2=O)c(OC)cc1Cl | -1.71 | i
Cc1cc(C)c(C(=O)N2CCCC(Nc3ccc(C)c(C)c3)C2)o1 (stereo unspecified) | -2.39 | i
Cc1ccc(S(=O)(=O)N(C)CC(=O)Nc2cccc3c2CCCC3)cc1 | -0.57 | i
O=C(CCn1c(=O)oc2ccccc21)N1CCN(c2ccc(F)cc2)CC1 | -1.82 | i
COc1ccc(CCNC(=O)COC(=O)C23CC4CC(CC(Br)(C4)C2)C3)cc1 | -2.03 | i
Cc1ccc2c(CC(=O)N3CCc4ccccc43)coc2c1 | -0.42 | i
COc1ccccc1N(CC(=O)NCC1CCCO1)C(=O)CCC(=O)Nc1cc(C)on1 (stereo unspecified) | 0.65 | i
Cc1ccc(OCC(=O)NCC(=O)Nc2ccc(F)cc2)c([N+](=O)[O-])n1 | -0.66 | i
CCC(C)(C(=O)NC1CCCC1)N(Cc1ccco1)C(=O)Cc1cccs1 (stereo unspecified) | -0.03 | i
O=C(CN1C2=NCCN2c2ccccc21)c1ccc(Br)cc1 | -0.18 | i
O=C(NCCc1ccccc1)c1ccccc1NS(=O)(=O)N1CCCC1 | -0.52 | i
O=C(COc1ccc(Cl)cc1)N/N=C/CCc1ccccc1 | -1.47 | i
Cc1[nH]c2c([N+](=O)[O-])cccc2c1C | 0.39 | i
COc1ccc2o/c(=N\O)c(C(=O)Nc3ccc(C)cc3)cc2c1 | -1.49 | -10.3*
CN(C)S(=O)(=O)c1cccc(NC(=O)c2cc(-c3cccs3)nn2-c2ccccc2)c1 | -1.7 | i
CCOc1ccc(OCC)c(NC(=O)CN2CCN(C(=O)c3ccco3)CC2)c1 | -0.08 | i
CC(C)CN(C(=O)COC(=O)c1ccc2ccccc2c1)c1c(N)n(Cc2ccccc2)c(=O)[nH]c1=O | 1.03 | i
COc1ccc(Nc2ncc3c(n2)CC(c2ccc(OC)cc2)CC3=O)cc1 (stereo unspecified) | -0.81 | i
CCOC(=O)c1c(S(=O)(=O)NCC2CCN(Cc3cccc(F)c3)CC2)c(C)n(C)c1C | -0.07 | i
COc1ccc(CN(CCc2ccccc2)Cc2ccccc2)cc1OC | 0.05 | i
CCCN1CCN(CCCNC(=O)Cn2nc(C)n3c(cc4cc(F)ccc43)c2=O)CC1 | 0.35 | i
COc1ccc(N2CCN(C(=O)c3csc4ccccc34)CC2)cc1 | -0.41 | i
CCOc1ccccc1/C=N/NC(=O)c1nnn(-c2nonc2N)c1CN1CCC(C)CC1 | -0.13 | i
COc1cccc(NC(=O)CN(C)C(=O)/C=C/c2cn(Cc3ccccc3)nc2-c2cccnc2)c1 | -0.14 | i
CC(C)NC(=O)NC(=O)COC(=O)/C=C/c1ccc2c(c1)OCO2 | 0.05 | i
O=C1Cc2cc(NS(=O)(=O)c3ccc([N+](=O)[O-])cc3)cc3c2N1CCC3 | 1.25 | i
Cc1[nH]c2ccccc2c1C(=O)C(=O)NCCCc1ccccc1 | -0.3 | i
O=C(CSc1nnnn1C1CCCCC1)N1CCc2ccccc21 | -0.18 | i
CCOc1ccccc1/C=C/c1nc2ccccc2[nH]c1=O | -0.83 | i

As a short view, 2 of the compounds above:
SMILES | Kir21 block | KCNQ2 inh
O=C(CSc1nnnn1C1CCCCC1)N1CCc2ccccc21 | -0.18 | i
CCOc1ccccc1/C=C/c1nc2ccccc2[nH]c1=O | -0.83 | i

New compounds follow.
SMILES | Kir21 block | KCNQ2 inh
O=Cc1cccn1-c1cccnc1 | 3.09 | i
O=C(CC12CC3CC(CC(C3)C1)C2)NCC(c1ccc(F)cc1)N1CCOCC1 (stereo unspecified) | -0.27 | i
O=C(CN1CCN(C/C=C/c2ccccc2)CC1)NCc1ccc(Cl)cc1 | 0.12 | i
O=S(=O)(NCc1ccc2c(c1)OCO2)c1cnc[nH]1 | 1.9 | i
CCN(C(=O)c1cc2ccccc2o1)C12CC3CC(CC(C3)C1)C2 | -0.87 | i
CC(C)c1ccccc1NC(=O)COC(=O)CNC(=O)c1ccc(Br)cc1 | -1.36 | i
COc1ccccc1NC(=S)NC(=O)c1c(-c2ccccc2Cl)noc1C | -0.18 | i
Cc1ccc(C(=O)Nc2nc3ccccc3c(=O)s2)cc1 | -2.37 | i
COc1ccc(C(=O)Nc2ccc(N3CCN(C)CC3)cc2)cc1[N+](=O)[O-] | -0.39 | i
O/N=C/c1ccc(-c2ccccc2OC(F)(F)F)o1 | -1.84 | i
CC(C)NC(=S)N/N=C1\CCCCC1C1CCCCC1 (stereo unspecified) | -1.8 | i
CCCc1ccc(Oc2cc(C)nc(N3CCOCC3)n2)cc1 | -0.89 | i
Cc1ccc(CN2CCN(Cc3cccc(-n4cccn4)c3)CC2CCO)cc1 (stereo unspecified) | -0.06 | i
Cc1ccc(CNc2ccccc2C(=O)O)s1 | 0.27 | i
NC1=NC(=O)S/C1=C\c1ccc(F)cc1 | 0.47 | i
COc1cc(C2NC(=O)c3ccccc3O2)ccc1OC(C)C (stereo unspecified) | -1.05 | i
COc1ccccc1-n1c(=S)[nH]c2c(sc(=S)n2-c2ccccc2C)c1=O | 0.4 | i
Cn1c(CCCOc2ccc(Cl)cc2Cl)n[nH]c1=S | 1.02 | i
CCCCn1c(N)c(N(Cc2ccccc2OC)C(=O)COc2cc(C)ccc2Cl)c(=O)[nH]c1=O | 0.8 | i
COc1ccc(-n2nnnc2CNC(=O)C(=O)c2c[nH]c3ccccc23)cc1 | 0.93 | i
CCOc1cc(C2C(C(=O)c3ccc(C)o3)=C(O)C(=O)N2CCc2ccccc2)ccc1O (stereo unspecified) | -0.02 | i
Cc1cc(C)c2cc(C(=O)N3CCC(C(=O)c4ccc(F)cc4)CC3)[nH]c2c1 | -0.59 | i
CC(C)(C)NCCOc1ccc(Br)cc1 | 0.13 | i
Cc1cc(NC(=O)CCN2C(=O)/C(=C\c3ccccc3Cl)SC2=S)no1 | -0.24 | i

Record cards, as listed above. Screens in order: Kir21 block | KCNQ2 inh
`Cc1cc(NC(=O)CCN2C(=O)/C(=C\c3ccccc3Cl)SC2=S)no1` is entered as -0.24 | i
`CC(C)(C)NCCOc1ccc(Br)cc1` is entered as 0.13 | i
`NC1=NC(=O)S/C1=C\c1ccc(F)cc1` is entered as 0.47 | i

More records follow.
SMILES | Kir21 block | KCNQ2 inh
O=C(c1cnn2ccccc12)N1CCCc2ccccc21 | -0.29 | i
Cc1cccc(OCc2occc2C(=O)Nc2cccc(-n3cnnn3)c2)c1 | 1.99 | i
O=C(NCCc1ccccc1)c1cnc2ccccc2n1 | -1.67 | i
COc1cc(NC(=O)C2CC(=O)N(CCc3ccc(F)cc3)C2)cc(OC)c1OC (stereo unspecified) | -0.34 | i
COCCCNC(=O)CSc1nc2ccc(N3CCOCC3)cc2c(=O)n1CCc1ccccc1 | -1.39 | i
Cc1ccc(C)c(NC2=C(Cl)C(=O)OC2OC(C)C)c1 (stereo unspecified) | 0.26 | i
O=C(Nc1ncn[nH]1)c1ccc([N+](=O)[O-])cc1[N+](=O)[O-] | 1.63 | i
CC1(C)CC(=O)C2=C(C1)NC(=O)CC2c1ccccc1F (stereo unspecified) | 0.04 | i
COCCCNC(=O)CNC(=S)N(Cc1ccc(F)cc1)C1CCCCC1 | -0.58 | i
N#Cc1c2c(c(=S)n(-c3ccccc3)c1N)CCCC2 | 0.83 | i
O=C(CN1C(=O)S/C(=C\c2ccc(F)cc2)C1=O)NCCCn1ccnc1 | -0.01 | i
Nc1ccc(C(=O)CC(=O)Nc2ccc(Cl)cc2)cc1 | 0.56 | i
CC12CCC(C(=O)N3CCN(c4ncccn4)CC3)(c3nc4ccccc4nc31)C2(C)C (stereo unspecified) | 1.04 | -6.6*
Cc1cc(C)c(NC(=O)CN2C(=O)NC(Cc3ccccc3)C2=O)c(C)c1 (stereo unspecified) | 0.22 | i
Oc1ccc(/C(Cc2ccc3ccccc3n2)=N\Nc2ccccc2)c(O)c1 | 0.12 | i
C/C(CC(=O)Nc1ccc(C)c(Cl)c1)=N\NC(=O)c1cccc(O)c1 | 0.74 | i
COc1ccc(CNn2c(-c3ccccc3F)nc3ccccc3c2=O)cc1OC | 0.27 | i
CCn1c(O)c(C#N)c(C)cc1=O | 0.61 | i
Cc1ccccc1CN1CCC(Oc2ccc(C(=O)N3CCCC3)cc2)CC1 | -0.91 | i
O=C(O)C1=C[C@@H](c2ccc3c(c2)OCO3)C[C@@H](OCCCCO)O1 | -0.61 | i
COc1ccc(N(C(=O)c2cnsn2)C(C(=O)NC2CCCCC2)c2ccncc2)cc1 (stereo unspecified) | -0.18 | i
NC(=O)C1C(c2ccccc2)=C1c1ccccc1 | -0.96 | i
Fc1ccc(-c2ccnn2-c2ccccc2)cc1 | -0.37 | i
CCOC(=O)c1sc(-n2[nH]c(C)cc2=O)nc1C | 0.02 | i
Cc1ccc(Cl)c(OCC(=O)N2CCc3ccccc3C2)c1 | 0.76 | i
C/C(=N\O)C(C)Oc1ccc(Cl)cc1 (stereo unspecified) | 1.05 | i
Cc1ccc(C2=NC(C)(C)N=C2SCC(=O)Nc2ccc(Cl)cc2)cc1 | -1.43 | i
C/C(=N\NC(=O)c1cccc(Cl)c1)c1cccc(NC(=O)C(C)C)c1 | 1.44 | i
CCCCNC(=O)n1c(SC)nc2ccccc21 | -1.28 | i
COCCN1C(=O)C(=O)/C(=C(/O)c2ccc(S(=O)(=O)N3CCCCC3)cc2)C1c1ccc(OC)c(OC)c1 (stereo unspecified) | -0.1 | i
COc1ccc(N2CCN(C(=O)c3cn(CC4CCCCC4)nn3)CC2)cc1 | 1.58 | i
COc1ccc(/C=N/NS(=O)(=O)c2ccccc2)cc1OS(=O)(=O)c1ccc(C)cc1 | 1.01 | i
Cc1cc(/C=C(\C#N)C(=O)NC2CCCCCC2)c(C)[nH]1 | -0.67 | i
O=C(CNC(=O)c1cccs1)c1ccc(F)cc1 | 3.85 | i
N#CCc1nc(C(c2ccccc2)c2ccccc2)no1 | -1.52 | i
CCC1(C)N=C(N)Nc2nc3cc(C)c(C)cc3n21 (stereo unspecified) | -0.15 | i
CCOc1cc(NC(=S)Nc2ccc(Cl)cc2)c(OCC)cc1NC(C)=O | -0.33 | i
O=C(Cc1cccc(C(F)(F)F)c1)OCC(=O)N1CCN(S(=O)(=O)c2ccc(Cl)cc2)CC1 | 1.58 | i
CN(C)S(=O)(=O)NCc1ccc2c(c1)OCO2 | 0.01 | i
CC(C)[C@H](NC(=O)[C@@H]1Cc2ccccc2CN1C(=O)OC(C)(C)C)C(=O)NCc1ccco1 | -0.76 | i
Cc1ccc(CNc2oc(-c3cccs3)nc2C#N)cc1 | 1.07 | i
CN1CCN(c2sc(S(C)(=O)=O)nc2S(=O)(=O)c2ccc(Cl)cc2)CC1 | -0.8 | i
Cc1cc(NCc2ccco2)n2ncnc2n1 | -1.16 | i
CNC(=O)c1cc(C(=O)c2ccc(F)cc2Cl)c[nH]1 | 0.13 | i
CN(C)C(=O)c1cc(C(=O)c2ccccc2Br)c[nH]1 | 1.03 | i
Cc1ccc(C(=O)N2CCC(C(=O)NCc3ccco3)CC2)cc1 | 0.56 | i
CC[n+]1ccc(C)c2cc(P(=O)(c3ccccc3)c3ccccc3)ccc21 | 0.02 | i
CC1CC(C)CN(S(=O)(=O)c2cccc3nsnc23)C1 (stereo unspecified) | 0.17 | i
O=C(N/N=C/c1cccnc1)c1ccc(CN2c3cccc4cccc(c34)S2(=O)=O)cc1 | 0.62 | i
Cn1nc(-c2ccccc2)c(C(O)c2ccccc2C(F)(F)F)c1Cl (stereo unspecified) | -1.31 | i
COc1ccc([C@@H]2Sc3ccccc3NC(=O)[C@@H]2O)cc1 | 0.39 | i
COc1ccc(C(=O)NCc2nnc(SCC(=O)NC3CCCCC3)n2C)cc1 | 2.99 | i
O=C(O)C1CSC2(c3ccc(Br)cc3)CCC(=O)N12 (stereo unspecified) | 1.13 | i
COc1ccc(OC(C)C(=O)NCc2cccnc2)cc1 (stereo unspecified) | -0.41 | i
O=C(Nc1nn(Cc2ccccc2F)cc1Br)c1cccs1 | 1.62 | i
Cc1cc(SCC(=O)c2ccccc2)nc(C)n1 | -0.06 | i
COC(=O)C1SCC2C(=O)N(Cc3ccccc3)CC(=O)N21 (stereo unspecified) | 0.04 | i
CN1CCC(OC(=O)c2cc3cc(Cl)cc(Cl)c3oc2=O)CC1 | -0.53 | i
Cc1ccc(S(=O)(=O)N(C)C)cc1NC(=O)CN1C(=O)NC2(CCCCCCC2)C1=O | -0.53 | i
Cc1nn(CCc2n[nH]c(=S)n2-c2cccc(Cl)c2)c(C)c1[N+](=O)[O-] | 0 | i
O=C(N/N=C/C=C\c1ccccc1[N+](=O)[O-])c1ccncc1 | 0.39 | i
CCOC(=O)N1CCN(C(=S)Nc2ccccc2C)CC1 | 1.6 | i

Entries above printed as active in KCNQ2 inh:
SMILES | Kir21 block | KCNQ2 inh
COc1ccc2o/c(=N\O)c(C(=O)Nc3ccc(C)cc3)cc2c1 | -1.49 | -10.3*
CC12CCC(C(=O)N3CCN(c4ncccn4)CC3)(c3nc4ccccc4nc31)C2(C)C (stereo unspecified) | 1.04 | -6.6*
